High-throughput results (PubChem BioAssay)
Kir21 block: inhibitors of mouse Kir2.1 inward-rectifier potassium channel; hit rate 0.85% among 310,000; HEK293-Kir2.1, FluxOR thallium flux fluorescence; active compounds read low; B-score at 10 µM; AID 1672;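 active = fluorescence ratio B-score at or below minus 3 SD of library scores, with starting-brightness B-score within 2 SD, cut at about -4.2 in these data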;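 note: channel flux triggered by added potassium and thallium sulfate stimulus; B-score of peak minus minimum fluorescence over baseline after thallium stimulus; more negative B-score means stronger Kir2.1 block with less thallium influx; some compounds called inactive have numbers as strong as hits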
Target sequence (P35561 whole entry, looked up): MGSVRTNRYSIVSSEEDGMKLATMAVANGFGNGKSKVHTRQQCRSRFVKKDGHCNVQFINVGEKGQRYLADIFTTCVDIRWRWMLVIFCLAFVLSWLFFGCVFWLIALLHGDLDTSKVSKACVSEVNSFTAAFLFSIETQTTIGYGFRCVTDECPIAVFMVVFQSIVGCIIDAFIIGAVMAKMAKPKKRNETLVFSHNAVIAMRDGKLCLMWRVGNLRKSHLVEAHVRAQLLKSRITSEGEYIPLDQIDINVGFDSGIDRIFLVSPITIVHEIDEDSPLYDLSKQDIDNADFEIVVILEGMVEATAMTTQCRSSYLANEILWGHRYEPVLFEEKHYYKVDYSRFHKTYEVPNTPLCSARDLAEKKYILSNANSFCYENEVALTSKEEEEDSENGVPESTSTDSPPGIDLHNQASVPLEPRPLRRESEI
STK33 kinase inh: human STK33 kinase inhibition; Q9BYT3; purified STK33, MBP phosphorylation, ADP-Glo luminescence; inhibition, % at 10 µM; hit rate 0.073% among 320,000; AID 2661;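 active = inhibition at or above 25%, using the most active replicate where run in duplicate; inactive = inhibition below 25%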
Target sequence (Q9BYT3 whole entry, looked up): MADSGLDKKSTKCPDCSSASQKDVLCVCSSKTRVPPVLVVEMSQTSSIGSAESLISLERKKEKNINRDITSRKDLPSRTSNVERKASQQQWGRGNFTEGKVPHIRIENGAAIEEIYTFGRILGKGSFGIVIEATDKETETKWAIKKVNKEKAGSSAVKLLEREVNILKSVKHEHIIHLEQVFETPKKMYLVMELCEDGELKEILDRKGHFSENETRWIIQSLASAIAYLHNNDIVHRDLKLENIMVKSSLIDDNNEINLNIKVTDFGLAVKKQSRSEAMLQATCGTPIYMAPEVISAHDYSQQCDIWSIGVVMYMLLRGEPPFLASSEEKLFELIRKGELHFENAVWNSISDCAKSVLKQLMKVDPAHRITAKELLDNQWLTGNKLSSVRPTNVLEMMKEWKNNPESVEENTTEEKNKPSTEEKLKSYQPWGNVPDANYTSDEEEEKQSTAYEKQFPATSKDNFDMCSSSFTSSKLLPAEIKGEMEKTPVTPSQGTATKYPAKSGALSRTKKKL
* = called active by the depositor; . = not tested or not shown.

SMILES | Kir21 block | STK33 kinase inh
Cc1ccc(C(=O)c2c3ccccc3[n+]([O-])n2CCO)cc1 | 2.5 | -0.4
CC(=O)Nc1ccc(S(=O)(=O)NCCC(=O)Nc2ncccc2C)cc1 | -0.22 | 0.0
NC(=O)c1ccc(NC(=O)COC(=O)/C=C/c2cccs2)cc1 | 1.3 | -0.9
C#CCOCCOCCOCCNc1nc(N2CCN(C(=O)C([C@@H](C)CC)n3cc(C(N)CO)nn3)CC2)nc(N2CCN(C(=O)C([C@@H](C)CC)n3cc(C(N)COC(=O)C(F)(F)F)nn3)CC2)n1 (stereo partly drawn) | 1.7 | 0.1
O=C(CNCc1ccccc1Cl)Nc1cc(S(=O)(=O)N2CCOCC2)ccc1Cl | . | -1.0
O=C(O)CNC(=O)c1ccc(OC(F)F)cc1 | -0.08 | 0.6
CC(=O)N1c2ccc3ccccc3c2C(C)CC12CCCCC2 (stereo not drawn) | -0.91 | 0.6
Cc1ccccc1C(=O)NN1C(=O)CSC1=S | 0.08 | -1.3
Cc1ccc(C(=O)N2CCC3(CC2)Oc2ccc(F)cc2C(=O)C32CC(c3ccccc3)=NO2)s1 (stereo not drawn) | -0.39 | 0.3
O=C(CC(NC(=O)C(F)(F)F)c1ccccc1)Nc1nnc(CCc2ccccc2)s1 (stereo not drawn) | -0.36 | -0.9
CCc1ccc(-c2cc(C(=O)N/N=C/c3ccccn3)[nH]n2)cc1 | 0.03 | 0.3
COc1ccccc1N1CCN(S(=O)(=O)CCNC(=O)C2CCCCC2)CC1 | 1.7 | 1.2
Cc1c(OCC(=O)NC2CC(C)(C)NC(C)(C)C2)ccc2c3c(c(=O)oc12)CCC3 | -4.6* | 1.0
Cc1cc(C)nc(SCc2c(F)cccc2Cl)n1 | 2.1 | -1.1
COC(=O)c1sc(=S)n(-c2ccc(Cl)cc2)c1C | 0.49 | 1.1
CC(C)CNC(=O)C(=O)NCC1OCCN1S(=O)(=O)c1cccs1 (stereo not drawn) | 1.5 | 0.0
COc1ccc(C)cc1N1CC(C(=O)Nc2ccccc2N2CCCCC2)CC1=O (stereo not drawn) | . | -4.0
CCCN(CCC)S(=O)(=O)c1ccc(C(=O)Nc2nnc(-c3cc(OC)cc(OC)c3)o2)cc1 | -2.1 | -1.6
COc1ccc(/C=N/Nc2nnc(C)n2N)cc1OC(C)=O | 0.58 | -0.1
CCN(CC)S(=O)(=O)c1ccc(N=Nc2cc(C)cc(Br)c2O)cc1 | 2 | -0.8
COc1ccc([N+](=O)[O-])cc1N(CC(O)Cn1nnc2ccccc21)S(=O)(=O)c1ccc(C)cc1 (stereo not drawn) | -0.24 | -1.4
Cc1cc(C)n(CCC(=O)N/N=C/c2c(O)ccc3ccccc23)n1 | 0.05 | 3.9
O=C(CNC(=O)C1COc2ccccc2O1)N/N=C\c1ccc(Cl)cc1 (stereo not drawn) | 0.96 | -0.6
COc1ccc(S(=O)(=O)NCc2ccc(C(=O)N3CCN(Cc4ccccc4)CC3)cc2)cc1 | -4 | -1.0
COc1ccc(CCNC(=O)CN2C(=O)COc3ccc(S(=O)(=O)N4CCOCC4)cc32)cc1OC | -0.28 | -2.1
CC(C)CN(CC(C)C)S(=O)(=O)N1CCC(C(=O)NCc2ccc3c(c2)OCO3)CC1 | 0.71 | -0.1
COc1ccc(-c2n[nH]c(=S)n2/N=C/C=C/c2ccccc2OC)cc1 | 0 | -2.5
COC(=O)Cn1c(=O)sc2ccccc21 | -1.1 | -1.3
C[C@H](NC(=O)OCc1ccccc1)C(=O)NNC(=O)[C@H](C)NC(=O)OCc1ccccc1 | 0.94 | -0.8
O=C(COc1ccc(Br)cc1)NCC1COc2ccccc2O1 (stereo not drawn) | . | -1.0
O=C(COC(=O)c1ccccc1-n1cnnn1)c1ccc(F)c(F)c1 | 0.37 | -0.4
C=CCN(CC(=O)Nc1cccnc1)S(=O)(=O)c1ccc(Cl)cc1 | . | 1.3
C/C(=N\NC(=O)Cc1ccc(Cl)cc1)c1cccnc1 | 0.52 | -0.3
CCN(CC(=O)Nc1c(F)cccc1F)C(=O)C1CCN(S(=O)(=O)c2ccc(F)cc2)CC1 | 0.56 | 2.2
Cc1ccc(C(=O)CSC2=C(C#N)C(c3ccco3)C3=C(CC(C)(C)CC3=O)N2)cc1 (stereo not drawn) | -0.04 | -2.7
CCn1c(C)c(Br)c(=O)c(C(=O)OC)c1-c1ccc(Cl)cc1 | -0.3 | 0.5
Cc1cc(C(=O)NCc2cccnc2)no1 | 0.7 | 0.6
CCC(C)N1CNc2c(c(=O)[nH]c(=S)n2-c2cccc(C)c2)C1 (stereo not drawn) | -3.8 | 1.4
Cc1ncc(CSc2nc3ccccc3[nH]2)c(N)n1 | -0.98 | 0.9
O=C(COC(=O)c1cc([N+](=O)[O-])ccc1NCCO)Nc1ccc2c(c1)OCO2 | 0.75 | 0.2

Printed as active in Kir21 block, among the entries above:
SMILES | Kir21 block | STK33 kinase inh
Cc1c(OCC(=O)NC2CC(C)(C)NC(C)(C)C2)ccc2c3c(c(=O)oc12)CCC3 | -4.6* | 1.0

Seven structures from above, sorted by number of heavy atoms, lowest first:
SMILES | Kir21 block | STK33 kinase inh
Cc1cc(C(=O)NCc2cccnc2)no1 | 0.7 | 0.6
Cc1ncc(CSc2nc3ccccc3[nH]2)c(N)n1 | -0.98 | 0.9
C/C(=N\NC(=O)Cc1ccc(Cl)cc1)c1cccnc1 | 0.52 | -0.3
O=C(COc1ccc(Br)cc1)NCC1COc2ccccc2O1 (stereo not drawn) | . | -1.0
O=C(COC(=O)c1cc([N+](=O)[O-])ccc1NCCO)Nc1ccc2c(c1)OCO2 | 0.75 | 0.2
CC(C)CN(CC(C)C)S(=O)(=O)N1CCC(C(=O)NCc2ccc3c(c2)OCO3)CC1 | 0.71 | -0.1
C[C@H](NC(=O)OCc1ccccc1)C(=O)NNC(=O)[C@H](C)NC(=O)OCc1ccccc1 | 0.94 | -0.8

Following part:
SMILES | Kir21 block | STK33 kinase inh
Cc1ccc(NC(=O)CC2SC(=O)N(c3ccccc3)C2=O)cc1 (stereo not drawn) | 0 | -0.1
CC(=O)C1=C(C)Nc2ncnn2C1c1ccccc1 (stereo not drawn) | -0.28 | -1.8
Nc1ccc(Oc2cc(N)cc(Oc3ccccc3)c2)cc1 | 0.22 | -0.9
OCc1nnn(-c2cccc(C(F)(F)F)c2)c1CO | 0.09 | -1.6
COc1ccc2c3n(nc2c1)CCN=C3c1ccc(C)cc1 | . | 5.3
COc1ccccc1N1CC(C)(C)C(=O)N(C(=O)c2c(F)cccc2Cl)C1=S | 1.1 | -3.1
CCOC(=O)C1CCN(C(=O)COC(=O)c2cccc(F)c2)CC1 | 0.51 | -0.7
C[C@H](OC(=O)N1CCN(C(c2ccccc2)c2ccccc2)CC1)[C@@H]1O[C@@]2(C)CCC[C@H]1O2 | -0.14 | 1.1
CCn1c(C)c(C(C)=O)c(N2CCCCC2)nc1=S | 0.83 | -1.6
CC(NC(=O)C1CCC1)c1ccccc1 (stereo not drawn) | -0.52 | -0.2
O=C(Nc1ccccc1C(=O)N/N=C/c1ccco1)c1ccc(Cl)cc1 | -1.2 | 2.7
O=C(c1ccc2c(c1)N(Cc1ccccc1F)C(=O)c1ccccc1S2)N1CCOCC1 | 1.2 | -4.2
COc1cc(OC)cc(-c2c(-c3cccs3)c3cc(-c4ccc5[nH]ccc5c4)ccc3n2C)c1 | . | 1.6
Cc1ccc2c(c1)C(=O)C(=O)N2Cc1ccc(C(F)(F)F)cc1 | . | 1.6
CCOC(=O)c1ccc(NC(=O)C(=O)NCc2ccncc2)cc1 | 1.1 | -3.0
COc1ccc(N2C(=O)CC(N3CCN(c4ccccc4F)CC3)C2=O)cc1 (stereo not drawn) | 0.25 | -0.9
COC(=O)c1ccccc1OCCCOc1ccc(C=O)cc1OC | -1.5 | -1.5
COc1ccc(O)c(/C=N/Nc2nc3ccccc3[nH]2)c1 | 0.95 | 21
Cc1nn2c(-c3ccco3)nnc2c2ccccc12 | 0.36 | 0.3
Cc1nc(SCC(=O)Nc2ccccc2)c2oc3ccccc3c2n1 | 0.15 | -1.6
O=C1c2ccccc2C(=O)N1CCCOc1ccccc1 | -1.1 | -1.3
COc1ccc2nc(N=Nc3ccc(O)c4ccccc34)sc2c1 | -3.2 | -1.5
O=C(CCc1c[nH]c2ccccc12)N1CCN(S(=O)(=O)c2ccccc2)CC1 | -1.3 | -0.1
COc1nc(OC)nc(N2CCC(NC(=O)C(Cc3cccc(OC)c3OC)NC(C)=O)CC2)n1 (stereo not drawn) | 1.2 | -1.4
O=C(CCN1C(=O)/C(=C/c2ccc(F)cc2)SC1=S)NC1CCS(=O)(=O)C1 (stereo not drawn) | 0.01 | -0.9
C/C=C/C(=O)Nc1ccc(N2CCN(c3ccc(C(F)(F)F)cn3)CC2)nc1 | -0.34 | -1.7
CC(C)N(Cc1ccccc1)S(=O)(=O)c1ccc2c(c1)NC(=O)CO2 | -2.3 | .
O=C(O)CCc1nc2ccccc2c(=O)[nH]1 | -1.6 | -0.7
Cc1ccc(N(CC(=O)NN=C2CCN(C)CC2)S(=O)(=O)c2ccc(C)cc2)cc1 | -1.6 | -0.2
O=C(NCc1cccnc1)c1cc(-c2cccs2)on1 | 0.64 | -1.6
Cc1ccc(N2C(=O)CC(c3c[nH]c4ccccc34)C2=O)cc1 (stereo not drawn) | 0.8 | -0.6
CCc1ccc(N2CC(C(=O)NNC(=O)c3ccc(F)cc3)CC2=O)cc1 (stereo not drawn) | 0.82 | -0.8
COc1cccc(N=c2oc3ccccc3cc2-c2nc3ccccc3[nH]2)c1 | 0.06 | -2.3
CN(c1ccccc1)S(=O)(=O)c1ccc(C(=O)N2CCCC(C(F)(F)F)C2)cc1 (stereo not drawn) | 0.14 | -1.2
CC(C)c1nnc(NC(=O)CSc2nc3ccccc3s2)s1 | 1.7 | -0.1
Cc1cc(NC(=O)CN2CCc3ccccc3C2)nc2c1c(=O)oc1ccccc12 | -1.7 | 0.0
COc1ccc(CNS(=O)(=O)c2ccc3c(c2)N(C(C)=O)CC(C)S3)cc1 (stereo not drawn) | -0.49 | -1.6
COc1cccc(/C=N/NC(=O)c2c(C)nc3ccc(Br)cn23)c1 | 2.6 | -1.4
Cc1ccc(C(=O)Nc2ccc(N3CCOCC3)cc2)cc1S(=O)(=O)N1CCCCC1 | . | -1.0
COCCNC(=O)c1c(N)n(CCC2=CCCCC2)c2nc3ccccc3nc12 | 1.1 | -1.3
O=C(C1CC1(c1ccccc1)c1ccccc1)N1CCOCC1 (stereo not drawn) | 0 | -0.4
CC(=O)N(Cc1ccco1)C1(C(=O)NC2CCCC2)CCCCC1 | -0.6 | -0.2
CCCn1c(SCC(=O)Nc2cc(S(=O)(=O)N3CCOCC3)ccc2Cl)n[nH]c1=O | -0.09 | -1.6
CCCn1c(SCC(=O)Nc2ccc(F)c(Cl)c2)nc(O)cc1=O | . | -0.4
CC(C)n1nnnc1SCC(=O)N(C)C1CCS(=O)(=O)C1 (stereo not drawn) | . | 0.0
Fc1ccc(-c2csc3nnc(SCc4cccnc4)n23)cc1 | -1.2 | 0.2
COC(=O)c1sccc1NC(=S)N1CCC(C(N)=O)CC1 | -0.86 | -2.2
NS(=O)(=O)c1cccn1-c1ncc(C(F)(F)F)cc1Cl | -0.47 | -1.9
COc1ccccc1C(=O)Nc1nc2ccc(S(C)(=O)=O)cc2s1 | 0.21 | 1.2
CCOC(=O)CSC(CC)C(=O)Nc1nnc(CC)s1 (stereo not drawn) | 0.91 | -1.7
O=C(OCc1ccccc1)C1CCCN1C(=O)c1cccs1 (stereo not drawn) | -0.01 | -1.7
CCOc1ccc(/C=C\C(C)=N\O)cc1 | -1.5 | 4.0
Cc1cc(-c2ccc(C)c(S(=O)(=O)NCCCN3CCN(c4ccccc4)CC3)c2)on1 | 0.05 | -1.5
COc1cccc(NC(=O)CCSc2ccc(C)cc2)c1 | -0.49 | -0.3
COc1ccc(NC(=O)c2cccc(S(=O)(=O)N3CCCCCC3)c2)cc1 | -0.24 | 1.0
CCCCNC(=O)C1CCN(C/C(C)=C/c2ccccc2)CC1 | -0.66 | 0.7
Cc1cc(C)c(S(=O)(=O)NCC2CCC(C(=O)NCCCN3CCOCC3)CC2)c(C)c1 (stereo not drawn) | -1.3 | .
CC(OC(=O)C1CCN(S(=O)(=O)c2ccc(F)cc2)CC1)C(=O)NC1CCCCC1C (stereo not drawn) | 1.7 | -0.4
NC(Cc1c[nH]c2ccccc12)C(=O)NCc1ccco1 (stereo not drawn) | -2 | 0.2
O=C1CCC([N+](=O)[O-])C(c2ccc(F)c(Br)c2)N1 (stereo not drawn) | -0.88 | -1.7
Later entries:
SMILES | Kir21 block | STK33 kinase inh
CC(C)c1ccccc1N1CC(C(=O)O)CC1=O (stereo not drawn) | -1.6 | -1.9
CCS(=O)(=O)c1ccc(Sc2nncn2C)c([N+](=O)[O-])c1 | 0 | -1.8
O=C(Cc1ccccc1)NC(NCCCN1CCOCC1)(C(F)(F)F)C(F)(F)F | -2.6 | -2.4
CCc1cccc(C)c1NC(=O)CCCSc1nc2ccccc2s1 | 1.1 | 0.8
CCC1=NN(C(=O)CCc2ccccc2O)C(O)(C(F)(F)F)C1 (stereo not drawn) | -3.2 | -1.0
COc1c(OC)c(O)c2c(=O)c(O)c(-c3ccccc3)oc2c1OC | -0.11 | -0.4
COc1cc(Oc2nc(C(F)(F)F)nc3ccccc23)ccc1C=O | 1.4 | -0.1

Compound profiles, as listed above.
CCc1cccc(C)c1NC(=O)CCCSc1nc2ccccc2s1 in the list: Kir21 block: 1.1; STK33 kinase inh: 0.8
CCS(=O)(=O)c1ccc(Sc2nncn2C)c([N+](=O)[O-])c1 in the list: Kir21 block: 0; STK33 kinase inh: -1.8
